# Screens from PubChem.
# PI5P4K alpha inh – inhibitors of human PI5P4K alpha. max response, %. PI5P4Kalpha enzyme, ADP-Glo luminescence, 60 min; active compounds read low. P48426. 330,000 tested, 1.2% active. AID 652105; active = max response of -50% or lower; inconclusive = between -30% and -50%; inactive = -30% or higher; also: value at the top dose of about 77 µM; % is scaled to controls: 0 for no effect and ±100 for the full control effect
#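 Quantitative HTS of the MLSMR library against PI5P4Kalpha with substrate. ATP added last at 5 microM final; room temperature, 60 minutes. Remaining ATP depleted, ADP converted and read as luminescence.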
# EPAC2 agonist – agonists of human EPAC2 (RAPGEF4) | Q8WZA2 | EPAC2 activation, biochemical qHTS; response scale: 100% = 6.5 mM cAMP response | Potency, µM (doses to about 154 µM), for the others: at the top dose activation, most hits filed as activators | 360,000 tested, 0.079% active | AID 720711; also: potency is read from the fitted curve at half-maximal effect; nearly all actives have a fitted effect of over 50% in size
#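 Fluorescence exchange assay: 100 nM EPAC2 with 250 nM RAP1B-BODIPY-GDP and 50 uM GDP; compounds tested as a concentration-titration series (qHTS). Loss of Rap1-bound BODIPY-GDP fluorescence read at 480/540 nm; data normalized to 6.5 mM cAMP.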
# CCT modulator – changes cytosolic chaperonin activity | purified chaperonin ATPase assay, HTRF ADP detection, 30 min | activity change, % (concentration not given with the values), hits read low | 360,000 tested, 0.3% active; in the data active = activity change below about -30%; also: % is scaled to controls: 0 for no effect and ±100 for the full control effect
#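 TRiC at 40 or 20 nM final (batch-dependent) in 30 mM Tris pH 7.4, 100 mM KCl, 5 mM MgCl2, 1 mM DTT, with compound at single 76 uM and 10 uM ATP, 30 min at 37 deg C. ADP detected by HTRF Transcreener, 665/615 ratio.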
# WRN inhibitor – inhibitors of human WRN helicase; Q14191; WRN helicase unwinding, fluorescent forked duplex, kinetic; Potency, µM (doses to about 114 µM), for inactives: at the highest dose activity change, negative = inhibition, hits mostly inhibitors; 360,000 tested, 0.46% active; AID 651768; also: potency is read from the fitted curve at half-maximal effect; % is scaled to controls: 0 for no effect and ±100 for the full control effect; nearly all actives have a fitted effect of over 55% in size
#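 WRN at 20 nM final was preincubated with compound for 15 min at room temperature; reaction started with 100 nM forked duplex oligonucleotide carrying fluorophore and quencher plus 2 mM ATP (final). Unwinding followed kinetically by red fluorescence (ex 525/em 598 nm).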
# PLK1 PBD inh – PLK1 (human) polo-box domain binding inhibition. AID 720504. 360,000 tested, 2.8% active. P53350. Potency, µM, inactives show max response, negative = inhibition, most hits filed as inhibitors. Plk1 PBD binding of FITC phosphopeptide, fluorescence polarization; also: potency is read from the fitted curve at half-maximal effect; series mostly up to about 57 µM; % is scaled to controls: 0 for no effect and ±100 for the full control effect; nearly all actives have a fitted effect of over 65% in size
# EPAC1 agonist – activates human EPAC1 exchange factor; AID 720707; EPAC1 agonist qHTS, biochemical assay; response scale: 100% = response to 6.5 mM cAMP; O95398; Potency, µM (titrated, usually from 154 µM), without a hit: at the highest dose activation, usual class: activators; 360,000 tested, 0.073% active; also: potency is read from the fitted curve at half-maximal effect; nearly all actives have a fitted effect of over 60% in size
#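 Fluorescent GDP-exchange assay: 100 nM EPAC1 with 250 nM Rap1B preloaded with BODIPY-GDP and 50 uM GDP; compounds tested as concentration series, 5 min at room temperature, then read every 5 min for 30 min (ex 480/em 540 nm); normalized to 6.5 mM cAMP.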
# IL2 activator – activators of IL-2. IL-2 activation reporter assay, cell-based qHTS; stimulated with anti-CD3/CD4/CD28 beads; in transgenic mouse T cells. 360,000 tested, 0.065% active. activation, % (series mostly up to about 46 µM); in the data active = activation above about 50%; inconclusive = mostly about 30% to 49%; also: 0% is about no effect
#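 Using fluorescent plate cytometry, EGFP and DsRed are detected in transgenic mouse T cells stimulated 18 h at 37 degrees C with antibody-coated beads after 60 min compound pretreatment.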
# EPAC1 antag – EPAC1 (human) antagonism | EPAC1 GEF assay, Rap1b-BODIPY-GDP exchange fluorescence | O95398 | 360,000 tested, 0.14% active | Potency, µM (series often up to 115 µM), for inactives: at the highest dose activity change, negative = inhibition, hits mostly inhibitors;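 also: potency is read from the fitted curve at half-maximal effect; plate controls were vehicle for no effect and positive control for full effect; nearly all actives have a fitted effect of over 50% in size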
# * = called active by the depositor; u = inconclusive; x = no result given. Unless noted, calls follow the shape of the dose curve; as a rule, active = well fitted curve in the direction sought with a large enough effect; inconclusive = small, poorly fitted or top-dose-only effect, or another doubt; inactive = no such curve, though single readings can be large; an effect the other way counts as inactive or inconclusive. Not all compounds are listed; count on the stated rates, not on these rows.
SMILES	EPAC2 agonist	IL2 activator	EPAC1 agonist	WRN inhibitor	PLK1 PBD inh	CCT modulator	EPAC1 antag	PI5P4K alpha inh
COC(=O)c1ccc(CNC(=O)CNc2cc(C(F)(F)F)ccc2N2CCOCC2)cc1	-3%	0.5	-1%	-1%	-7%	-2.1	0%	-21
Cc1ccc(Sc2ncccc2/C=N/O)cc1	3%	-0.9	1%	2%	-3%	0.0	3%	3
O=C(NCCCO)c1nc2ccccc2s1	6%	0.1	2%	3%	-4%	1.5	15%	3
CC1CC(C)CN(C(=O)c2cccc(S(=O)(=O)NCc3ccccc3)c2)C1 (stereo unspecified)	4%	2.7	-1%	-8%	-4%	-0.6	-6%	2
O=C(c1cc(=O)[nH]c2ccccc12)N(Cc1nnc(-c2ccccc2Cl)o1)C1CC1	-4%	-5.6	6%	-14%	1%	-1.2	-6%	-1
O=C(CCCOc1ccccc1)NNC(=O)c1ccc(Cl)cc1	12%	1.5	-5%	-5%	-9%	-0.9	-13%	-1
Cn1c(-c2cccc(Br)c2)cnc1NCc1cccnc1	2%	-3.4	7%	-4%	-6%	-1.9	-6%	-1
CC(C)=CC(=O)N1CCC(Oc2cccc(C(=O)NCc3ccccn3)c2)CC1	9%	-0.5	0%	13%	-7%	-1.0	13%	4

SMILES	EPAC2 agonist	IL2 activator	EPAC1 agonist	WRN inhibitor	PLK1 PBD inh	CCT modulator	EPAC1 antag	PI5P4K alpha inh
CC(O)(c1cccc(F)c1)c1nc(-c2ccoc2)cs1 (stereo unspecified)	8%	1.1	1%	-7%	-21%	1.8	-16%	-3
COC(=O)c1ccc(CSc2nc3sc4c(c3c(=O)n2C)CCCC4)o1	9%	-1.2	8%	-2%	-14%	-0.1	11%	x
O=C1c2c(-c3ccc(Br)cc3)noc2CCN1Cc1cn(Cc2cccnc2)nn1	7%	-0.8	2%	3%	4%	x	6%	-1
COc1ccccc1N/C(N)=N/c1nc(CSc2ccc(C)cc2)cc(=O)[nH]1	0%	0.0	-10%	-12%	u	-2.4	-11%	-5
O=C(O)c1ccccc1S(=O)(=O)CC(=O)N1CCCCC1	4%	0.1	3%	8%	0%	0.3	5%	-2
CN(C)S(=O)(=O)c1ccc(N2CCCC2)c(C(=O)NNC(=O)COc2ccc(Cl)cc2)c1	17%	-1.6	8%	-33%	-8%	-3.5	3%	1
COC(=O)c1ccc(CN2C(=O)NC3(CCCc4ccccc43)C2=O)o1 (stereo unspecified)	-13%	0.9	-5%	6%	-1%	-2.3	12%	-5
Cc1ccc(S(=O)(=O)NNC(=O)C(=O)NNS(=O)(=O)c2ccc(C)cc2)cc1	5%	-0.7	9%	0%	-4%	-3.2	8%	6

SMILES	EPAC2 agonist	IL2 activator	EPAC1 agonist	WRN inhibitor	PLK1 PBD inh	CCT modulator	EPAC1 antag	PI5P4K alpha inh
O=C(Nc1ccccc1N1CCCC1)c1cc(S(=O)(=O)N2CCOCC2)ccc1Cl	3%	0.7	6%	-10%	5%	-0.9	-20%	2
O=C1C(Cl)=C(N2CCCCC2)C(=O)C(Cl)=C1c1cnc(N2CCCCC2)s1	4%	-1.9	3%	u	7.5µM*	-1.4	u	x
Cc1ccc(N)cc1O	-1%	0.1	-8%	9%	-16%	2.0	7%	1
COc1ccc(-c2nc(SCC(=O)NC3CCCC3)c(-c3ccc(OC)cc3)[nH]2)cc1	12%	-0.4	-10%	-5%	-10%	-2.3	-12%	6
O=C(O)c1ccc(N=C2NC(=O)C(CO)(CO)S2)cc1	2%	-0.2	11%	1%	0%	-0.2	16%	0
COc1ccc(NC(=O)c2cc3ccccc3cc2O)cc1	2%	-0.3	-3%	-19%	30µM*	-8.1	u	-3
CC(C)C(=O)Nc1ccc([N+](=O)[O-])c(C(F)(F)F)c1	-1%	0.7	-17%	3%	-3%	-1.1	16%	9
N=c1c2c3c(sc2nc2n1CCCCC2)CCCCC3	1%	-0.2	2%	5%	-23%	0.5	4%	-3
COc1ccc(C(=Cc2ccccc2[N+](=O)[O-])C(=O)O)cc1	4%	0.2	7%	-31%	-8%	-1.9	-9%	-6
O=C(CC1SCCNC1=O)Nc1ccc(Cl)cc1 (stereo unspecified)	1%	0.8	1%	4%	-2%	3.2	16%	-5
CCOC(=O)N(C)c1c(CC)nc2c(OCCC3CCCCC3)cccn12	19%	-0.8	-3%	-4%	-10%	-0.2	-8%	-4
